AI-2 QS modul – modulators of Vibrio harveyi AI-2 quorum sensing system; hit rate 0.4% among 300,000; activity change, % at 7.5 µM; AID 2094; Vibrio harveyi JMH597 AI-2 luminescence/OD600 ratio, 9 h; hits give low values; strain lacks LuxN and CqsS sensors; 0 = neutral-control median; in the data active = activity change below about -75%, passing the limit was not always enough; inconclusive = no clear call, values can overlap the other calls;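 also: luminescence divided by OD600 gain over 9 h not by final OD600 alone; inactives centre near 13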
SKKanGAS inh – blocks kanamycin growth of S. pyogenes SKKanGAS strain; AID 1662; inhibition, % at 7.5 µM; BacTiter-Glo, 6 h; hit rate 1.3% among 300,000;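 active = mean replicate score, as percent of positive control median, at least 50; inconclusive = mean below 50 but one replicate at or above 50; inactive = mean and every replicate below 50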;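 also: strain carries kanamycin resistance gene driven by streptokinase promoter and grows in 40 µg/ml kanamycin; loss of luminescence reflects streptokinase promoter inhibition or plain growth inhibition; 0% = median of DMSO wells and 100% = positive control at its reference dose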
aSyn 5UTR inh – MLPCN primary screen, SNCA 5' untranslated region; alpha-synuclein 5'UTR reporter, inhibitor activity; inhibition, % (tested at 7.5 µM); hit rate 0.82% among 300,000; in the data active = inhibition above about 60%; inconclusive = no clear call, values can overlap the other calls;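 also: H4 neuroglioblastoma cells stably carrying SNCA 5'UTR luciferase fusion; 0% = DMSO wells and 100% = positive control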
Platelet DG rel – modulates dense granule release in human platelets; human platelet-rich plasma, SFLLRN dense granule ATP release, luminescence; inhibition, %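 (compounds screened at 7.5 µM in platelet-rich plasma)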; hit rate 0.22% among 300,000;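 active = mean replicate score, as percent of positive control, at or above 50; inconclusive = mean below 50 but at least one replicate at or above 50; inactive = mean and every replicate below 50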
HIF activator – HIF pathway transcriptional activation; U2OS HRE-luciferase reporter, luminescence; normalized: DMSO 0%, desferrioxamine 100%; activation, % at 7.5 µM (by protocol); hit rate 0.32% among 300,000; AID 1910;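 active = mean activation of at least 10% of the iron chelator positive control signal, with at least half of replicates also reaching 10%; inconclusive = mean and replicate majority disagree about reaching 10%; inactive = mean and most replicates under 10%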
IEC-6 cytotox – counter-screen for KLF5 inhibitors: cytotoxicity in IEC-6 cells. IEC-6 cytotoxicity, luminescence viability. inhibition, % at 5 µM. hit rate 0.78% among 290,000. AID 1825; in the data active = inhibition above about 22%;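 also: 0% = plate median of test compound wells and 100% = cytotoxic reference compound wells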
HSF-1 act – increases HSF-1 driven luciferase reporter signal; AID 504408; activation, % at 9 µM; hit rate 1.7% among 300,000; NIH3T3-HGL HSF-1 luciferase reporter, MG132, 8 h; 100% = twice DMSO control signal;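 active = mean replicate activation of at least 50% with a set share of replicates each reaching 50%; inconclusive = only one of those two conditions met; inactive = mean below 50% and too few replicates reaching it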;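 also: 0% = median of the neutral control wells and 100% = twice that signal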
HSP90 inh – inhibitors of HSP90 luciferase refolding in rabbit reticulocyte lysate. luciferase refolding luminescence, 3 h. inhibition, % at 5.6 µM. hit rate 0.91% among 290,000. AID 1789;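 active = inhibition above the screen-wide mean plus 3 SD, computed separately per campaign, cut at about 16% in these data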;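 also: 0% = DMSO wells and 100% = 60 µM geldanamycin wells; inhibitors lower the luminescence because luciferase stays unfolded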
KLF5 inh – inhibitors of KLF5 expression. AID 1700. DLD-1 KLF5 promoter-luciferase reporter, luminescence. hit rate 0.23% among 290,000. inhibition, % at 5 µM;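 active = inhibition above a per-plate limit of that plate's mean compound inhibition plus 3 SD, cut at about 60% in these data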;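 also: 0% = DMSO wells and 100% = LY294002 at 200 µM; higher means less KLF5 promoter-driven luciferase light; inactives centre near -14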
HSF1 inhib – HSF1 inhibition; NIH3T3-HGL HSE-luciferase, MG132-induced, luminescence 8 h; hits give low values; activity change, negative = inhibition, % at 7.5 µM (by protocol); hit rate 0.77% among 300,000; AID 2098;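 active = more than half of replicate wells show activity change below -50%, luminescence cut by over half; inconclusive = some wells, but at most half, below -50%; inactive = no replicate well below -50%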;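 also: luciferase reports HSF-1 transcriptional activity via heat shock element; 0% = median of DMSO wells and -100% = zero luminescence signal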
Numbers without * were called inactive; ? = inconclusive; nt = not tested or not shown.

molecule,HIF activator,SKKanGAS inh,HSF-1 act,KLF5 inh,AI-2 QS modul,aSyn 5UTR inh,HSF1 inhib,HSP90 inh,Platelet DG rel,IEC-6 cytotox
CCCC1=NN(C(=O)Cc2ccc([N+](=O)[O-])cc2)C(O)(C(F)(F)F)C1 (configuration not stated),-0.1,10.2,16.3,-28.9,13.9,3.3,15.9,-1.1,5.3,1.5
COC(=O)c1ccc(CNC(=O)c2ccc(NS(=O)(=O)c3ccc4[nH]c(=O)[nH]c4c3)cc2)cc1,1.7,nt,-5.2,nt,10.8,-4.0,4.3,nt,3.4,nt
Cc1oc2ccc(O)c(CN3CCOCC3)c2c1C(=O)c1ccc(Cl)cc1,-0.3,1.4,5.7,-7.8,1.2,7.8,-2.5,0.4,1.2,-10.2
CCC(CO)NC(=O)c1ccc(-c2nn(C)c(=O)c3ccccc23)cc1 (configuration not stated),-0.2,-2.1,4.8,-13.4,15.8,-11.8,-7.1,2.0,0.1,0.1
CC1CCN(C(=S)Nc2ccc(F)cc2)CC1,0.9,-1.2,16.9,-0.1,32.7,12.3,18.1,-2.2,1.5,4.7
C#CCOC(=O)C[N+](C)(C)CC#Cc1ccccc1,0.2,5.5,3.9,-2.2,0.8,18.2,-0.5,0.6,-17.7,2.8
O=C1c2ccccc2C(=O)N1CCc1ccccn1,0.1,-5.5,12.4,-10.4,-10.5,-28.6,1.6,-0.9,18.3,5.0
CCCC(=O)NC(C)c1nc2ccccc2n1CC (configuration not stated),0.0,-3.7,-5.7,-26.8,19.3,3.7,-3.3,2.6,6.6,0.8
CC(=O)N1CCN(C(=O)C2(NC(=O)Nc3ccc(C)cc3)CCCCC2)CC1,0.2,-6.6,-8.9,-12.5,-2.9,-11.8,-1.1,-2.6,-11.9,2.0
CCOC(=O)C1(Cc2ccc(OC)cc2)CCN(C(=O)CCc2cnccn2)CC1,0.3,9.8,-18.3,-2.4,11.1,-13.2,0.1,0.7,0.6,5.0
COc1ccccc1N=Cc1c(C)[nH]n(-c2ccc(C)cc2C)c1=O,0.2,-0.5,-3.6,-14.0,22.9,-17.9,11.0,-0.3,-3.4,2.7
CCn1c(SCC(N)=O)nnc1-c1ccc(S(=O)(=O)N2CCN(C)CC2)cc1,-0.2,0.3,-16.7,0.0,11.4,4.0,0.5,-0.5,0.1,5.8
O=C(OCc1cnc(Cl)s1)c1ccccc1Cl,-0.6,2.6,25.0,-23.7,-2.8,-19.4,4.6,-7.6,-1.8,-15.0
Cc1ccc(Oc2ncccc2NC(=O)CC(CC(=O)O)c2ccccc2)c2c1CCC2 (configuration not stated),0.4,21.9,-2.2,12.0,18.5,15.5,0.4,-2.1,4.9,-0.1
CCOc1ccc(-c2nnc3ccc(SCC(=O)N4CCCCC4)nn23)cc1,0.3,3.5,3.1,nt,23.0,2.9,-3.0,nt,12.6,nt
O=C(CCNC(=O)C1CCN(S(=O)(=O)c2ccc(F)cc2)CC1)NCc1ccc(F)cc1,0.2,-2.7,9.1,-17.6,9.1,-9.4,0.6,-3.7,3.2,-20.1
COc1cc(SC)ccc1C(=O)OCC(=O)NC(=O)NC(C)C,-0.5,0.9,17.1,12.9,11.1,-7.4,0.7,-7.0,-7.2,3.6
COc1ccc(NS(=O)(=O)c2cc(NC(=O)c3ccco3)ccc2N2CCCC2)cc1,1.2,2.2,-3.4,-30.3,43.5,-9.3,0.8,-3.3,-5.0,19.4
CC1(C)CC(=O)c2c(-c3cccnc3)n[nH]c2C1,0.3,-10.0,-2.6,-13.4,14.4,-3.6,-5.1,5.1,2.5,4.7
COc1ccc(-c2n[nH]c(=S)n2Cc2ccccc2)cc1,1.0,5.4,-0.5,-20.4,8.1,5.8,-0.3,0.3,-5.2,-12.6
Cc1ccc(N2C(=O)CC(Sc3ccccc3C(=O)O)C2=O)cc1C (configuration not stated),0.3,-4.7,-1.0,-21.5,48.5,-0.6,2.0,-2.6,0.7,-7.2
CCC(=O)Nc1cccc(C(=O)OCc2cccc([N+](=O)[O-])c2)c1,-0.1,-27.0,24.1,-50.2,13.8,13.2,-2.5,0.5,-7.8,3.9
CC1(C)CC(=NNC(=O)c2n[nH]c3c2CCC3)CC(C)(C)N1,0.8,1.5,-10.4,-5.0,20.3,-26.2,-9.4,0.3,-1.3,3.4
CCOc1ccc(NS(=O)(=O)c2ccc(C(=O)N3CCN(c4ncccn4)CC3)cc2)cc1,-0.7,-1.3,-14.0,-16.4,17.9,14.7,-3.1,0.8,2.0,0.1
CC(C)c1ccccc1NC(=O)CC1(CC(=O)O)CCCC1,-0.3,-3.1,-10.7,-34.1,-2.9,13.0,-6.4,-2.8,-0.8,-7.2
COCCNC(=O)C(c1ccc(C)o1)N(C(=O)c1snc(C(N)=O)c1N)c1ccc(C)cc1 (configuration not stated),0.0,-5.2,8.6,-22.2,7.2,21.4,4.7,-1.1,-3.0,2.4
COc1cccc(C2=CC(c3ccc(OC)c(OC)c3OC)n3nnnc3N2)c1 (configuration not stated),0.2,7.4,-4.1,-41.5,28.5,-66.7,4.5,0.6,-2.6,-2.6
O=C(NCc1cccs1)c1cnn2cccnc12,-0.7,-8.3,-12.6,-10.2,2.7,25.3,-4.8,0.2,3.5,-2.3
Oc1ccc(Cl)cc1CNCC1CCCO1 (configuration not stated),?,-5.4,-2.1,-25.0,12.3,-5.6,-1.5,-1.5,-9.4,4.5
COc1ccc(NC(=S)c2ccccc2)cc1,0.2,4.7,10.5,-38.7,16.6,-147.7,12.1,-2.2,-11.2,-4.2
CCOC(=O)N1CCN(C(=O)C(C)(C)Oc2ccc(Cl)cc2)CC1,0.0,0.4,9.0,-19.0,10.4,-4.1,-2.6,-1.4,1.4,-2.6
c1ccc2c(c1)CSc1ccccc1N2,0.4,-0.6,-5.7,nt,-23.6,103.7*,0.0,nt,0.7,nt
O=C(O)c1cccc(N2CCCC2=O)c1,47.4*,-0.9,-6.7,-16.5,-2.7,-6.0,-4.3,2.5,-2.3,1.9
CCc1nnc(NC(=O)CSc2nnc(-c3ccco3)n2CCOC)s1,-0.3,1.6,-0.2,4.3,8.3,-9.6,-4.7,1.5,6.6,0.3
O=C(c1cccc(OC2CCN(Cc3ccc(F)cc3Cl)CC2)c1)N1CCCC1,-0.3,-4.6,-2.7,-9.1,21.5,-12.4,-0.8,-2.8,-7.1,1.8
CCCSCCCNC(=O)Cn1c(=O)c2cccn2c2ccccc21,-1.0,-8.8,6.4,-21.1,3.5,-9.3,9.0,-0.3,-1.2,-2.0
CC1C(=O)C(C)C(c2ccc([N+](=O)[O-])cc2)NC1c1ccc([N+](=O)[O-])cc1 (configuration not stated),-1.0,4.6,-6.8,-1.1,16.4,-30.9,-7.4,-1.1,6.7,5.8
Cc1ccc(N2CC(C(=O)OCC(=O)C(C)(C)C)CC2=O)cc1 (configuration not stated),-0.3,5.2,-8.6,-12.6,16.6,-0.8,-11.9,2.3,-4.1,1.0
CCOC(=O)C1=NOC(COc2ccccc2C=O)C1 (configuration not stated),-0.3,-4.6,9.9,-11.7,40.6,-13.5,-5.6,3.4,-4.2,-3.1
O=C(C1CCN(C2CCN(C/C=C/c3ccccc3)CC2)CC1)N1CCOCC1,0.4,-6.4,2.7,-26.7,14.5,14.0,-5.2,1.0,-0.2,0.5
C/C(=N\O)C(C)(C)Nc1ccc(Br)cc1,0.0,-6.3,19.5,-20.0,-5.7,-18.4,4.0,2.7,-1.3,-4.1
O=C(N/N=C/c1ccc(O)c(O)c1O)/C(=C/c1ccc([N+](=O)[O-])cc1)NC(=O)c1ccccc1,10.4*,?,-18.5,0.5,43.2,-21.2,-14.4,4.1,3.3,0.1
COc1cc(NC(=O)COc2cc(O)c3c(c2)OC(C)(C)CC3=O)cc(OC)c1,-0.1,22.5,6.8,-32.7,23.3,-2.8,2.6,-2.2,-0.3,6.7
O=C(O)c1ccc(N2C(=O)CC(Cc3ccccc3)C2=O)cc1 (configuration not stated),0.1,-14.0,-2.6,6.6,6.9,15.4,-3.2,-3.1,1.2,-0.9
CN1CCN(CC(=O)Nc2c(C(=O)C3CC3)oc3ccccc23)CC1,-0.3,12.6,2.9,-2.1,4.5,2.6,-3.0,1.9,-7.7,-1.3
Nc1ncnc(Nc2cc(C(F)(F)F)cc(C(F)(F)F)c2)n1,0.1,-2.4,-9.1,-8.8,5.5,-1.6,-6.8,1.1,-10.3,-2.4
CSc1ncccc1C(=O)Nc1ccncc1,-0.2,-19.8,-5.5,-21.6,-7.6,-4.1,2.0,0.6,0.1,1.6
S=c1[nH]c2ncccc2o1,0.1,-2.3,-17.9,-26.9,20.6,-6.4,9.7,0.3,9.0,-2.0
Cc1nc2ccccc2c(-c2ccccc2)c1C(=O)c1ccccc1,-0.4,2.3,34.7,-30.7,1.7,11.6,10.3,0.5,-5.4,-1.0
CC(=O)c1cnc2c(-c3ccccc3)cnn2c1C,2.7,-4.3,6.0,-12.7,8.7,-68.2,14.6,4.9,2.1,4.4

The listing continues.
molecule,HIF activator,SKKanGAS inh,HSF-1 act,KLF5 inh,AI-2 QS modul,aSyn 5UTR inh,HSF1 inhib,HSP90 inh,Platelet DG rel,IEC-6 cytotox
CCCCc1nc2cc(C(=O)N3CCCCC3CCNC(C)=O)ccc2o1 (configuration not stated),1.5,7.9,14.1,-33.8,19.0,-0.8,8.3,-2.3,-3.0,-1.4
CSc1ccccc1NC(=O)c1ccccc1N(Cc1ccccc1)S(C)(=O)=O,-0.2,nt,18.4,-23.6,-0.6,26.3,1.6,-1.0,34.1,-0.3
COc1ccc(/C=N/NC(=S)Nc2c(C)n(C)n(-c3ccccc3)c2=O)cc1OC,0.5,-4.2,-3.0,-16.9,22.2,6.1,1.0,2.6,4.8,-3.9
COc1cccc(C(=O)Oc2cc3c4c(c2)C(C)=CC(C)(C)N4C(=O)C3=O)c1,1.9,18.2,-0.7,12.5,65.2,-6.3,-7.9,3.3,0.2,15.3
COP(=O)(OC)C(Nc1ccc(Cl)cc1)c1ccccc1 (configuration not stated),0.2,4.6,-28.9,-10.3,7.2,8.2,-6.4,1.3,-10.7,-2.2
COc1ccc(CCNC(=O)c2ccc(NC3=NC4CS(=O)(=O)CC4S3)cc2)cc1OC (configuration not stated),-0.1,-2.0,-1.6,-25.5,9.3,5.3,-1.3,-3.5,-26.3,-9.6
O=C1c2ccccc2C(=O)C12OC2c1cccc2ccccc12 (configuration not stated),0.0,-15.9,20.6,-4.7,28.5,11.8,-1.0,4.1,5.6,-7.4
CCCCSc1nnc(C)c(=O)[nH]1,0.0,-13.2,3.9,13.2,45.4,0.3,-10.2,-1.6,-8.1,-5.6
O=C(NC1CCCCCCC1)c1ccc(F)cc1,3.6,4.8,16.0,-118.5,14.3,-197.0,11.1,1.3,-1.2,1.5
